Source: PubChem BioAssay
Bcl-2 Bim block – inhibitors of Bim-Bcl-2 binding, primary screen, biochemical, multiplexed, human Bcl-2 family. Apoptosis regulator Bcl-2 (Homo sapiens), P10415. Bead-based flow cytometry, Bim peptide-Bcl-2 binding. inhibition, % at 10 µM. hit rate 0.06% among 190,000; in the data active means inhibition above about 40%; inconclusive means no clear call, values can overlap the other calls;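 further: 0% = no compound wells with probe peptide and 100% = reference peptide inhibitor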
RGS8-Gao reg – RGS8-Galphao binding modulators, primary screen, biochemical, multiplexed bead flow cytometry. Guanine nucleotide-binding protein G(o) subunit alpha (Homo sapiens), P09471. actives lie on both sides. response (percent of control binding), % at 10 µM. hit rate 0.34% among 220,000; in the data active means response below about 60% or above about 140%; inactive means in between;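 further: Galphao activated as the GDP aluminium fluoride complex binding bead-coupled RGS8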
Bim-Bcl-W – inhibitors of Bim binding to Bcl-W, primary screen, biochemical, multiplexed, bead-based flow cytometry. Bcl-2-like protein 2 (Homo sapiens), Q92843. Bim peptide-Bcl-W binding. inhibition, % at 10 µM. hit rate 0.02% among 190,000;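 further: 0% = bound tracer without compound and 100% = peptide blocker; higher means less fluorescent Bim peptide bound to Bcl-W beads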
Target sequence (Q92843 whole entry, looked up): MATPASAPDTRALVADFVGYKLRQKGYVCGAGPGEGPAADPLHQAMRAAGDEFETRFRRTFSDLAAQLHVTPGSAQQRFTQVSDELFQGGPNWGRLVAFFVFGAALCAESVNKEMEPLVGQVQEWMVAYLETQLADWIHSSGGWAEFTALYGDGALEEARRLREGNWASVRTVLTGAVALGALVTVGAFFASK
Bim-Bcl-XL – inhibitors of Bim-Bcl-XL binding, primary screen, biochemical, multiplexed, bead flow cytometry, human Bcl-XL. Bcl-2-like protein 1 (Homo sapiens), Q07817. Bim peptide-Bcl-XL binding, fluorescence. AID 1007, 2008. hit rate 0.04% among 190,000. inhibition, % at 10 µM
Target sequence (Q07817 whole entry, looked up): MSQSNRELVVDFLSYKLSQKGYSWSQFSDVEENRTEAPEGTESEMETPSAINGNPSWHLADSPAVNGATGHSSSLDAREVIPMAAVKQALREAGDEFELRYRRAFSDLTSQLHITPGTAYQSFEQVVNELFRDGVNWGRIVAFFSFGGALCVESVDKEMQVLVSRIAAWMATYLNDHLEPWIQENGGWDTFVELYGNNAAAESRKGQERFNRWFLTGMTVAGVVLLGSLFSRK
ABCB1 inh – ABCB1 efflux pump inhibitors, primary screen, cell-based, multiplex, flow cytometry, ABCG2 counter-screen; inhibition, % at 6.6 µM; hit rate 0.067% among 190,000; CCRF-Adr cells, JC-1 efflux; ATP-dependent translocase ABCB1 (Homo sapiens), P08183; AID 1326, 2008; in the data active means inhibition above about 40%;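 further: 0% = vehicle and 100% = reference inhibitor; higher value means more JC-1 retained so stronger ABCB1 efflux block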
Bim-Bcl-B – inhibitors of Bim-Bcl-B binding, primary screen, biochemical, multiplexed, human Bcl-2 family; inhibition, % at 10 µM; hit rate 0.073% among 190,000; AID 951, 2007; bead-based flow cytometry, Bim peptide-Bcl-B binding; Bcl-2-like protein 10 (Homo sapiens), Q9HD36;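 further: 0% = tracer peptide without compound and 100% = reference inhibitor peptide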
RGS4-Gao reg – modulators of RGS4 binding to Galphao, primary screen, biochemical, multiplexed bead flow cytometry; hit rate 0.33% among 220,000; Guanine nucleotide-binding protein G(o) subunit alpha (Homo sapiens), P09471; binding response (% of control), % at 10 µM; actives lie on both sides; in the data active means binding response below about 49% or above about 150%; inactive means in between;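 further: fluorescent Galphao activated with aluminum fluoride binding bead-coupled RGS4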
Bfl-1 Bim block – inhibitors of Bim binding to Bfl-1, primary screen, biochemical, multiplexed, bead-based flow cytometry | hit rate 0.12% among 190,000 | Bim-Bfl-1 binding inhibition | inhibition, % at 10 µM | Bcl-2-related protein A1 (Homo sapiens), Q16548;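 further: 0% = wells without compound plus tracer and 100% = blocker peptide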
RGS7-Gao – RGS7-Galphao binding modulators, primary screen, biochemical, multiplexed bead flow cytometry; Guanine nucleotide-binding protein G(o) subunit alpha (Homo sapiens), P09471; actives lie on both sides; binding response (% of control), % at 10 µM; hit rate 0.35% among 220,000; in the data active means binding response below about 49% or above about 150%; inconclusive means no clear call, values can overlap the other calls; inactive means in between;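 further: fluorescent Galphao held in activated GDP-AlF4 state binding bead-coupled RGS7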
ABCG2 inh – ABCG2 efflux pump inhibitors, primary screen, multiplex with ABCB1, IgMXP3 cells, flow cytometry; Broad substrate specificity ATP-binding cassette transporter ABCG2 (Homo sapiens), Q9UNQ0; JC-1 efflux; inhibition, % at 6.6 µM; hit rate 0.1% among 190,000;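 active means inhibition above 80%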;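 further: 0% = DMSO and 100% = nicardipine control wells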
Target sequence (Q9UNQ0 whole entry, looked up): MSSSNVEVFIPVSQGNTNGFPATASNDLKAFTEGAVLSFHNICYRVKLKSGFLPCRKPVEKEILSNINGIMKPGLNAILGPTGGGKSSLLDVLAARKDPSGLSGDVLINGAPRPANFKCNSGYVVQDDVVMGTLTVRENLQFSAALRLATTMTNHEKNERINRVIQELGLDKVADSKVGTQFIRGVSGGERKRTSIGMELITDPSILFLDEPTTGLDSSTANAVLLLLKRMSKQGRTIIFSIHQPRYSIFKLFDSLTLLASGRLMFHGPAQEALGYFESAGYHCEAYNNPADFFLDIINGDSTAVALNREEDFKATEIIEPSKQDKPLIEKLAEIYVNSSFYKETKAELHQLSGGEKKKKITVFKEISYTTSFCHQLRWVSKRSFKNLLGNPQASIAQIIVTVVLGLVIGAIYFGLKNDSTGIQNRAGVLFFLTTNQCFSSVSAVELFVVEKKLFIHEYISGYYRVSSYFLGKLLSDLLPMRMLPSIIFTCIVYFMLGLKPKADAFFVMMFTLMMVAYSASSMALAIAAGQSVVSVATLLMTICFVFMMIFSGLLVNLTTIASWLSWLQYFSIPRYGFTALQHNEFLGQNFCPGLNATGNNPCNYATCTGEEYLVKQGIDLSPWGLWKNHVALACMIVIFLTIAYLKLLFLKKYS
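Test system: IgMXP3 (ABCG2) plus far-red-tagged CCRF-Adr (ABCB1) cells. Reagent: JC-1 dye as substrate. Timing: 10 min exposure at 25 °C with rotation, no wash. Measured by: flow cytometric JC-1 green MFI at 530 nm. Read-out: percent efflux inhibition, scaled nicardipine 100% to DMSO 0%. Control set: nicardipine and DMSO wells.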
Mcl-1 Bim block – inhibitors of Bim peptide binding to Mcl-1, primary screen, biochemical, bead-based flow cytometry, multiplex | Induced myeloid leukemia cell differentiation protein Mcl-1 (Homo sapiens), Q07820 | Bim peptide-Mcl-1 binding | inhibition, % at 10 µM | hit rate 0.1% among 190,000;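 further: 0% = no compound tracer wells and 100% = peptide blocker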
* hit, by the source's call; ? = inconclusive; · = not tested or not shown. Unless noted, no stated cut-off is given here; in the data, active means inhibition above about 40%.

SMILES	Bcl-2 Bim block	RGS8-Gao reg	Bim-Bcl-W	Bim-Bcl-XL	ABCB1 inh	Bim-Bcl-B	RGS4-Gao reg	Bfl-1 Bim block	RGS7-Gao	ABCG2 inh	Mcl-1 Bim block
O=C1CCN(Cc2nnnn2CC2CCCO2)c2ccccc2N1 (stereo not drawn)	-6	103	-3	-2	2.2	-5	98	-13	99	5	0
O=c1[nH]c(=O)c2ncc(-c3ccc(Cl)cc3)nc2[nH]1	0	106	-1	0	0.1	3	105	6	?	2	-1
Cc1cc(C)nc(SCc2nnc(SCC(=O)NCc3ccco3)n2-c2ccccc2)n1	-12	96	-1	-2	0.8	-10	100	-12	98	4	-1
c1ccc(-c2ccccc2OCCCN2CCCCCC2)cc1	-8	98	-4	-5	2.7	-7	97	-10	?	11	-4
O=C(Nc1cccc(-c2cn3cccnc3n2)c1)c1ccc(Br)o1	-4	100	-2	2	0.3	0	100	-2	91	2	0
CC(NC(=O)COC(=O)c1ccc2c(c1)OCO2)c1ccccc1 (stereo not drawn)	5	108	7	-4	-0.1	0	105	0	104	0	4
Cc1cc(Oc2ccc(C)c(Cl)c2)nc(SCC(=O)c2ccccc2)n1	-6	104	-4	-7	1.4	-6	103	-2	101	6	-3
CCCn1c(N)c(C(=O)CSc2nnnn2-c2ccc(O)cc2)c(=O)n(C)c1=O	-11	104	0	-11	0.7	-10	104	-18	103	19	-2
CS/C(=N\N(C)C(N)=O)c1ccccc1	-8	104	-3	-7	0.2	-5	99	-16	97	4	-1
Cn1cccc1/C=C1\SC(=O)N(CC(=O)Nc2ccc(Cl)cc2)C1=O	-1	98	0	-2	0.1	-1	102	-2	100	2	0
O=C1CCCC(O)=C1C=Nc1cccc(C(F)(F)F)c1	-3	81	-1	-3	1.4	-5	91	-11	93	6	0
Cc1ccc(-n2ncc3c(=O)[nH]c(SCC(=O)N4CCCCC4)nc32)cc1	-5	101	0	-6	-1.2	-7	102	-9	105	0	0
Cc1ccc(-c2c(C#N)c(N)n3c(nc4ccccc43)c2C#N)cc1	-4	107	-5	-16	-0.4	-14	103	-6	106	-3	-14
O=C(/C=C/c1ccc(Br)cc1)N1CCN(c2cccc(C(F)(F)F)c2)CC1	-6	105	-4	-8	0.1	-9	98	-13	101	3	-2
COc1ccc(-n2nc3cc(C)c(NC(=O)c4cccnc4)cc3n2)cc1	-5	105	-2	-1	1.0	-3	108	-2	110	2	-3
COC(=O)c1ccc(/C=N/Nc2nc(N3CCCCC3)nc(N3CCCCC3)n2)cc1	2	102	-2	0	2.8	-2	106	-1	103	1	2
CCOP(=O)(OCC)C(NC(C)=O)C(=O)c1ccccc1 (stereo not drawn)	-1	101	-2	0	0.2	0	101	0	100	0	0
O=C(O)C1CCCN1c1ncccc1[N+](=O)[O-] (stereo not drawn)	-1	102	0	2	2.5	0	105	-2	102	15	1
O=C(Nc1ccc2c(c1)CCC2)Nc1ccc2c(c1)OCO2	-3	105	-1	-2	-0.4	-2	103	-3	106	2	-1
Cc1nc2ccccn2c1C(=O)NN	-3	100	-5	-9	0.3	-8	98	-2	100	4	-5
COc1ccccc1-c1cc(C(F)(F)F)nc(S(=O)(=O)CCCC(=O)Nc2cccnc2Cl)n1	2	88	-1	-1	2.1	0	94	3	95	17	-2
CCn1c(SCC(=O)NCc2ccccc2)nnc1-c1ccccc1O	-12	99	0	1	0.8	-12	102	-15	102	16	6
COc1ccc(N(C(=O)Cn2nnc3ccccc32)C2(C(=O)NC3CCCC3)CCCCC2)cc1	-15	100	-4	-9	12	-12	100	-19	101	33	-2
COc1ccc(C2NC(=O)N(C)C3=C2C(=O)CC(C)(C)C3)cc1OC (stereo not drawn)	5	98	2	5	0.4	3	97	1	99	-3	4

The list goes on, starting with the last 2 of the part before.
SMILES	Bcl-2 Bim block	RGS8-Gao reg	Bim-Bcl-W	Bim-Bcl-XL	ABCB1 inh	Bim-Bcl-B	RGS4-Gao reg	Bfl-1 Bim block	RGS7-Gao	ABCG2 inh	Mcl-1 Bim block
COc1ccc(N(C(=O)Cn2nnc3ccccc32)C2(C(=O)NC3CCCC3)CCCCC2)cc1	-15	100	-4	-9	12	-12	100	-19	101	33	-2
COc1ccc(C2NC(=O)N(C)C3=C2C(=O)CC(C)(C)C3)cc1OC (stereo not drawn)	5	98	2	5	0.4	3	97	1	99	-3	4
CC(Oc1cccc(F)c1)c1ccnc2nc(/N=C/N(C)C)nn12 (stereo not drawn)	0	100	0	-2	0.2	-3	99	-3	100	0	-1
Cc1cccc(S(=O)(=O)NNC(=O)c2sc(C)nc2C)c1	-2	96	-1	-5	-0.2	-6	88	-2	101	2	-4
COC(=O)c1cc(NC(=O)CN2C(=O)CSC2=O)ccc1Cl	1	97	0	3	0.4	0	105	-2	109	3	0
Cc1ccc(C)c(OCc2nc(-c3cccnc3)no2)c1	-5	98	-4	-2	0.8	-2	101	-3	100	36	-1
CCOC(=O)CNC(=O)c1ccc2[nH]c3c(c2c1)CCCC3	-9	102	-1	5	-2.8	-11	102	-8	99	-4	-3
CCN(CC)S(=O)(=O)c1cccc(-c2nnc(SCC#N)n2Cc2ccccc2)c1	-15	97	-1	-6	0.5	-12	97	-17	100	2	-4
CCCCn1c(SCC(=O)NC(=O)NCc2ccco2)nc2cc(S(N)(=O)=O)ccc21	0	100	-2	-3	0.5	-7	92	-2	93	8	-2
O=C(NC12CC3CC(CC(C3)C1)C2)N1CCN(S(=O)(=O)c2ccc(Cl)cc2)CC1	-7	103	-5	0	1.0	-5	106	-2	102	3	-4
Nc1cc(C(F)(F)F)ccc1Nc1ccccc1	-3	101	0	-2	1.4	-3	101	-6	?	10	-2
CN1CCN(C(=O)c2ccc(CSc3ccc(Cl)cc3)cc2)CC1	-7	99	-6	-8	0.4	-8	100	-9	99	-1	-2
c1ccc2c(c1)OCC(c1nn3cnnc3s1)O2 (stereo not drawn)	-9	101	4	2	-0.2	-10	103	-8	102	0	-4
COc1ccc(NC(=O)CCc2nc3ccccc3s2)c(OC)c1	-4	100	-3	-4	-0.1	-4	98	0	103	1	-2
NC(=O)C1CCN(C(=O)CN2C(=O)c3ccccc3S2(=O)=O)CC1	2	100	-1	0	0.2	0	103	-2	100	0	0
CC(=O)c1ccc(NC(=O)CSc2nnc(Cc3cccn3C)n2-c2ccc(F)cc2)cc1	-8	102	3	-2	0.4	-5	98	-10	102	2	-1
O=C(Cc1ccc(Cl)cc1)Nc1ccc(-c2nnc(-c3ccco3)o2)cc1	-8	100	0	-2	0.0	-2	99	-5	102	0	0
COCCCn1c2nc3ccccc3nc2c2c(=O)n(CC3CCCO3)cnc21 (stereo not drawn)	-4	100	1	0	1.6	0	107	-4	99	19	0
Cc1cc(C)c2c(c1)OC(O)(C(F)F)CC2=O (stereo not drawn)	0	99	0	-6	0.1	-7	102	-6	103	0	0
CCCCc1ccc(NC(=S)NCc2cccc(OC)c2)cc1	-3	100	-4	-7	0.1	-12	99	-6	?	1	-5
CC(C)COc1ccc(S(=O)(=O)NNC(=O)c2cc3ccccc3o2)cc1	-1	106	0	-2	-0.5	-1	106	0	107	-3	-2
Cc1ccc(C(=O)N2CCCC2)cc1S(=O)(=O)Nc1cccc(C)c1C	-1	100	0	-2	0.4	-1	100	-2	94	2	1
COc1c(Cl)cnn(-c2ccc(C)cc2)c1=O	0	100	0	-1	-0.1	1	98	-3	95	0	0
CC(=O)c1cc2c(cc1NC(=O)CSc1nnc(C)s1)OCO2	-3	99	-2	-2	0.8	0	96	-3	99	0	-7
CCOC(=O)CSc1nnc(-c2ccc([N+](=O)[O-])cc2)o1	-6	105	-1	0	1.1	-4	103	-8	104	11	-1
Cc1ccc(C2(CCNC(C)c3cccs3)CCOC(C(C)C)C2)cc1 (stereo not drawn)	-5	101	1	-1	0.1	-1	98	-4	?	0	0
Cc1ccc(C(C)C)c(OCC(O)CN2CCOCC2)c1 (stereo not drawn)	0	102	0	-1	0.3	0	100	-6	100	4	-1
N=c1n(CCO)c2ccccc2n1Cc1ccccc1Cl	0	100	0	0	0.3	-1	100	-2	103	1	0
CCOC(=O)CSc1nnc(CSc2nc3sc4c(c3c(=O)[nH]2)CCC4)n1-c1ccccc1	-7	100	0	-12	0.3	-11	98	-17	100	5	-1
COc1ccc(NS(=O)(=O)c2ccc(OC)c(N(C)S(=O)(=O)c3ccc(Cl)cc3)c2)cc1	0	99	0	-2	15	-2	100	0	103	31	0
CC(=O)c1cn(CCCCCCCCCCn2cc(C(C)=O)c(=O)[nH]c2=O)c(=O)[nH]c1=O	-2	102	-3	-4	0.3	-2	103	-4	100	1	-2
Cc1cccc(Nc2nnc(SCc3cc(=O)n4cc(C)ccc4n3)s2)c1	-9	90	-10	-11	1.8	-15	86	-3	88	-6	-27
COc1ccc(N(CC(=O)NC2CCCCC2)C(=O)CCCC(=O)Nc2ccccn2)c(OC)c1	-1	103	0	1	-0.5	0	114	-2	132	-1	1
N#CCCN1CCN(C(=S)c2ccc(-c3ccc(Cl)c(Cl)c3)o2)CC1	-3	99	0	-3	-0.3	-2	98	-3	100	0	-1
O=C(Nc1nnc(SCc2c(Cl)cccc2Cl)s1)C1CC(=O)N(c2ccc3c(c2)OCCO3)C1 (stereo not drawn)	3	104	-5	-2	-0.5	-1	103	2	?	1	0
O=C1CC(c2nc3ccccc3[nH]2)CN1Cc1ccccc1 (stereo not drawn)	-1	100	-2	-2	0.6	-3	100	-8	102	1	0
Cc1ccc(SCc2ccc(C(=O)Nc3cccnc3)cc2)cc1	10	105	2	2	-0.3	2	100	8	101	-1	3
CSCc1nnc(NC(=O)c2ccc(S(=O)(=O)N(CC(C)C)CC(C)C)cc2)o1	-10	103	-2	-5	0.1	-14	104	-15	102	1	-5
Cn1cccc1P(=O)(c1cccn1C)c1cccn1C	-3	100	0	-1	0.3	-2	101	-1	95	1	-1
O=C(NCc1ccco1)Nc1ccc2nsnc2c1	2	101	2	0	·	-5	100	-7	103	·	3
Cc1ccc(C(=O)N/C(=C/c2ccc(Cl)cc2)C(=O)Nc2cccc(C(=O)O)c2)cc1	5	104	-1	1	-0.3	0	101	0	100	-3	1
